PglD inh – C. jejuni PglD acetyltransferase inhibitors, primary screen, biochemical, DTNB colorimetric, single point | purified PglD enzyme, DTNB colorimetric CoA detection | 360,000 compounds, 0.098% hits | UDP-N-acetylbacillosamine N-acetyltransferase PglD (Campylobacter jejuni) | inhibition, % at 12.5 µM; in the data active = inhibition above about 16%, passing the limit was not always enough; inconclusive = no clear call, values can overlap the other calls; also: strong numbers were not always called active
PGC1a acetyl inh – inhibitors of PGC1a acetylation signal, primary screen, cell-based, U2OS, AlphaScreen, inhibitor mode; AlphaScreen anti-acetyl-lysine; with virally co-expressed GCN5 acetyltransferase; inhibition, % at 15.6 µM; 350,000 compounds, 0.17% hits; AID 651687, 2012;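 active = every replicate shows inhibition of at least 40%; inconclusive = mean inhibition at least 40% but some replicate below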;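 also: 0% = neutral control wells and 100% = positive control wells; some results beyond the cut were filed as inactive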
PAX8 reporter – inhibitors of PAX8-driven TPO luciferase reporter, primary screen, RMG-I cells, single concentration; 360,000 compounds, 1.2% hits; inhibition, % at 12.6 µM; SteadyGlo, 24 h;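 active = mean replicate inhibition at least 60% with every replicate also reaching 60%; inconclusive = only one of the two criteria is met; inactive = mean below 60% and not all replicates reaching 60%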;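 also: luciferase light reporting Pax8 driven TPO promoter activity; plate controls were median of neutral control wells for no effect and mitoxantrone controls for full effect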
LGR2 inh – inhibitors of bursicon-induced LGR2 CRE-luciferase signal, primary screen, cell-based, HEK293, CRE-luciferase reporter, bursicon stimulation; 380,000 compounds, 0.35% hits; AID 720647, 2013; bursicon-stimulated, 4 h; inhibition, % at 9.99 µM;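 active = drop in luminescence signal, shown as inhibition above about 50% in the replicate tests, limit read from the data, passing the limit was not always enough; inconclusive = probably only some replicates passing the limit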;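 also: agonist challenge used bursicon conditioned medium at about half maximal strength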
C2C12 statin – suppressors of statin myotoxicity in C2C12 myotubes, primary screen, cell-based, single point, plate reader | C2C12 myotubes + simvastatin, ATP luminescence, 48 h; scaled: DMSO 0, geranylgeraniol control 100 | rescue of ATP level, % at 7.49 µM | 330,000 compounds, 0.78% hits | AID 602340, 2012;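 active = mean ATP rescue above about 67%, or every replicate alone reaching that limit, limit read from the data, passing the limit was not always enough; inconclusive = no clear call, values can overlap the other calls; inactive = mean under the limit and some replicate under it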;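 also: myotubes were challenged with 10 µM simvastatin during compound exposure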
GSIS activator – GLuc luminescence reporter in INS-1E cells, primary screen for activators of glucose-dependent secretion of insulin; INS-1E GLuc reporter insulin secretion, 2-3 h; activation, % at 16.6 µM; 370,000 compounds, 0.61% hits;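 active = lowest replicate activation of at least 40%, so every replicate reaches that level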;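 also: 0% = median of neutral control wells and 100% = median of IBMX positive control wells; some compounds called inactive have numbers as strong as hits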
ARNT TACC3 PPI – disruptors of ARNT/TACC3 protein interaction, primary screen, biochemical, AlphaScreen, single concentration; AlphaScreen His-ARNT PAS-B/GST-TACC3 binding, luminescence; TACC3 fragment carries E629A point mutation; AID 623870, 2012; Transforming acidic coiled-coil-containing protein 3 (Homo sapiens), Q9Y6A5; inhibition, % at 9.99 µM; 390,000 compounds, 0.66% hits;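 active = mean inhibition of replicates at least 50% and at least half of replicates each reaching 50%; inconclusive = half or more replicates reach 50% but mean below 50%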;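 also: 0% = complete ARNT plus TACC3 wells and 100% = ARNT alone without TACC3; many hits fall short of the cut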
Cneo AK release – Cryptococcus neoformans cell lysis inducers, primary screen, AK release luminescence, single concentration | C. neoformans lysis, adenylate kinase release luminescence, 4 h; normalised: neutral wells 0, clomiphene wells 100 | lysis activity, % at 15 µM | 360,000 compounds, 0.2% hits | AID 651654, 2012;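 active = mean lysis activity across replicates of at least 80%, whatever share of replicates individually reach that level; inactive = mean lysis activity below 80%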
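Material – Cryptococcus neoformans yeast cells · Quantity – 5 × 10^6 yeast cells/mL · Buffer or medium – YPD medium · Compound – single dose · Timing – 4 h static compound exposure, 37 °C, read 1 h post-reagent · Signal – adenylate kinase release luminescence · Read-out basis – lysis from increased AK signal · Benchmarks – Clomiphene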
Starred values were filed as active, the others as inactive; ? = inconclusive; / = not tested or not shown.

Letter code: A = PglD inh; B = PGC1a acetyl inh; C = PAX8 reporter; D = LGR2 inh; E = C2C12 statin; F = GSIS activator; G = ARNT TACC3 PPI; H = Cneo AK release
> COc1cccc(CNC(=O)COC(=O)CNC(=O)c2ccc(-c3ccccc3)cc2)c1
  A: -7	B: /	C: -5	D: 8	E: 0	F: 26	G: 16	H: -2
> C[C@@H]1CN([C@H](C)CO)C(=O)c2cc(NC(=O)C3CC3)ccc2O[C@H]1CN(C)C
  A: -2	B: -7	C: 5	D: -12	E: -30	F: 32	G: 49*	H: -1
> CN1CCCC1CCNc1ccc2sc3ccccc3c(=O)c2c1 (stereo not drawn)
  A: -6	B: /	C: -67	D: -45	E: 16	F: 12	G: 13	H: -2
> Cc1noc(C)c1S(=O)(=O)Nc1ccc2c(c1)C(=O)N([C@@H](C)CO)C[C@@H](C)[C@H](CN(C)Cc1ccc(C(F)(F)F)cc1)OCCCC[C@@H](C)O2
  A: -3	B: 1	C: ?	D: 20	E: /	F: -10	G: 2	H: 64
> O=C1CN(C(=S)NC(=O)c2ccc(-c3ccccc3)cc2)CCN1
  A: /	B: /	C: -104	D: -36	E: /	F: 11	G: -4	H: /
> O=C(CCCN1C(=O)C(c2ccccc2)Oc2cccnc21)Nc1ccccc1Br (stereo not drawn)
  A: 2	B: 11	C: -20	D: -23	E: 3	F: /	G: /	H: -2
> O=C(Nc1c(C(=O)N2CCCCC2)cnn1-c1ccccc1)c1ccco1
  A: 4	B: -6	C: /	D: 3	E: -2	F: -2	G: 8	H: -2
> CCCCC(c1nnnn1C(C)C)N1CCN(C(=O)c2ccco2)CC1 (stereo not drawn)
  A: -2	B: /	C: -9	D: -8	E: 9	F: -1	G: 7	H: -1
> CCN(CC)c1ccc(S(=O)(=O)N2CCOCC2)cc1NC(=O)CSc1n[nH]c(N)n1
  A: /	B: 1	C: 8	D: -7	E: /	F: 18	G: 1	H: /
> CN(CCc1ccccn1)c1ccccc1
  A: 5	B: 0	C: /	D: -50	E: 2	F: -9	G: -7	H: 1
> CCN(CC)C(=O)c1sc(NC(=O)c2ccc3c(c2)OCO3)c(C(N)=O)c1C
  A: 2	B: /	C: -54	D: -5	E: -4	F: 4	G: 10	H: -6
> O=C(c1cccn2c(=O)c3cc(Br)ccc3nc12)N1CCN(c2ccccn2)CC1
  A: 2	B: -33	C: /	D: 1	E: -12	F: -3	G: -4	H: 0
> Cc1ccc(OCC(=O)NCC(=O)Nc2ccc(F)cc2)c([N+](=O)[O-])n1
  A: 3	B: /	C: 5	D: -4	E: -3	F: -1	G: /	H: 6
> CCOc1ccccc1N1CCN(C(=O)c2ccc(Cl)c(S(=O)(=O)N3CCCCC3)c2)CC1
  A: -7	B: -17	C: 24	D: 13	E: 21	F: -26	G: -4	H: 2
> COc1ccc(C2C3=C(CCCC3=O)Nc3nc(C(F)(F)F)nn32)cc1OC (stereo not drawn)
  A: 2	B: -2	C: /	D: /	E: -3	F: /	G: -4	H: 4

(continued)
Letter code: A = PglD inh; B = PGC1a acetyl inh; C = PAX8 reporter; D = LGR2 inh; E = C2C12 statin; F = GSIS activator; G = ARNT TACC3 PPI; H = Cneo AK release
> CNC[C@H]1OCCCC[C@@H](C)Oc2ccc(NC(=O)Nc3ccccc3)cc2C(=O)N([C@H](C)CO)C[C@@H]1C
  A: 1	B: -13	C: -11	D: -11	E: -8	F: 10	G: 3	H: 2
> CCCC(CCC)C(=O)Nc1cccc(C(=O)O)c1
  A: /	B: -2	C: /	D: 6	E: /	F: 7	G: -7	H: /
> CCN(CC)S(=O)(=O)c1ccc(/C=C/C(=O)OCC(=O)Nc2ccc(S(N)(=O)=O)cc2)cc1
  A: /	B: /	C: 41	D: -3	E: /	F: 4	G: -5	H: /
> CCCC(=O)Nc1ccc2c(c1)C(=O)N(C)[C@H]1CC[C@H](CC(=O)Nc3ccc(F)cc3)O[C@@H]1CO2
  A: -2	B: -14	C: 9	D: -17	E: 8	F: -8	G: 0	H: -3
> N#Cc1ccccc1COc1cccc2c1CCCC2O (stereo not drawn)
  A: 2	B: -2	C: 4	D: 11	E: 12	F: 37	G: 17	H: 0
> OC[C@@H]1[C@@H](c2ccccc2)C2(CN(Cc3ccc4c(c3)OCO4)C2)N1Cc1ccccc1
  A: /	B: -24	C: 14	D: -5	E: /	F: -5	G: /	H: /
> Cc1ccccc1NC(=O)CCc1c(C)nn(-c2ccc(N3CCOCC3)nn2)c1C
  A: 2	B: 16	C: -44	D: -3	E: -9	F: 0	G: -10	H: -9
> COc1ccc(CNC(=O)c2nnn(-c3cccc(C(F)(F)F)c3)c2N)cc1
  A: 0	B: -6	C: -8	D: 6	E: 17	F: 2	G: 0	H: 2
> COC(=O)[C@]1(C)N[C@H](CN(C)S(=O)(=O)c2ccc(OC(F)(F)F)cc2)[C@@H]2C(=O)N(Cc3ccccc3)C(=O)[C@@H]21
  A: 5	B: /	C: -5	D: 5	E: -4	F: -33	G: 5	H: 4
> O=C(CCN1CCN(c2ccc(F)cc2)CC1)Nc1ccccc1F
  A: -4	B: -4	C: /	D: /	E: 1	F: /	G: 3	H: -3
> Cc1cc(NC(=O)COc2coc(CN3CCN(c4ccccc4F)CC3)cc2=O)no1
  A: 3	B: 5	C: -128	D: -6	E: 14	F: -3	G: 4	H: -1
> O=C(CCC(=O)c1ccc(-c2ccccc2)cc1)Nc1cccnc1
  A: /	B: 1	C: -19	D: -13	E: /	F: -2	G: -4	H: /
> Cc1ccc(-c2csc3ncn(CC(=O)N4CCOCC4)c(=O)c23)cc1C
  A: 5	B: 8	C: 16	D: /	E: -2	F: /	G: /	H: 0
> CC(=O)C1=C(O)C2(C)c3c(O)c(C)c(O)c(C(C)=O)c3OC2CC1=O (stereo not drawn)
  A: 3	B: 19	C: -9	D: -2	E: -12	F: -33	G: /	H: -2
> Cc1ccc(N(C=NC#N)CC(=O)N2CCN(c3ccccc3)CC2)cc1
  A: 5	B: -2	C: /	D: /	E: 11	F: /	G: 5	H: 1

The list goes on:
Letter code: A = PglD inh; B = PGC1a acetyl inh; C = PAX8 reporter; D = LGR2 inh; E = C2C12 statin; F = GSIS activator; G = ARNT TACC3 PPI; H = Cneo AK release
> C[C@@H]1CN([C@H](C)CO)C(=O)c2cc(C#Cc3cccc(F)c3)cnc2O[C@H]1CN(C)C(=O)C1CCCCC1
  A: 4	B: -3	C: /	D: 5	E: 28	F: -25	G: 6	H: 4
> COc1ccc(CN(C)C(=S)Nc2ccc(OC(F)F)cc2)cc1
  A: -4	B: -4	C: 8	D: -23	E: -7	F: -27	G: -3	H: -1
> CC(C)c1ccc(C(O)Cc2nc3ccccc3n2C)cc1 (stereo not drawn)
  A: /	B: /	C: -90	D: -47	E: /	F: 0	G: 17	H: /
> C[C@@H]1CN([C@H](C)CO)C(=O)c2cc(NS(=O)(=O)c3ccc(F)cc3)ccc2O[C@H]1CN(C)Cc1ccncc1
  A: -8	B: 0	C: -15	D: -5	E: 5	F: -3	G: -9	H: 7
> COc1cc(OC)c(C(=O)OC(C)C(=O)NCc2ccc3c(c2)OCO3)cc1OC (stereo not drawn)
  A: -2	B: -10	C: 4	D: -21	E: 10	F: /	G: -2	H: 7
> COC(=O)CN1C(=O)[C@H]2[C@@H](/C=C/c3ccccc3)N3C(=O)CN(Cc4ccccc4)C(=O)[C@@]3(C)[C@H]2C1=O
  A: 0	B: 1	C: -2	D: -8	E: -1	F: -2	G: 3	H: 0
> COc1ccc(-c2cc(CC3(C(=O)O)CCN(C(=O)OC(C)(C)C)CC3)on2)c(OC)c1
  A: 2	B: /	C: 3	D: -11	E: -3	F: -1	G: 10	H: 0
> N=c1ccn(CC(=O)c2ccc(-c3ccccc3)cc2)cc1
  A: /	B: /	C: 83*	D: 18	E: /	F: -25	G: 2	H: /
> C[C@@H]1CCCCO[C@@H](CN(C)C(=O)CCCN(C)C)[C@H](C)CN([C@@H](C)CO)C(=O)c2cc(NC(=O)Cc3ccccc3)ccc2O1
  A: 4	B: -14	C: -12	D: 5	E: /	F: 15	G: 0	H: 0
> CCCNC(=O)C[C@H]1CC[C@H]2[C@@H](COc3ccc(NC(=O)Nc4ccccc4F)cc3C(=O)N2C)O1
  A: 1	B: 6	C: 9	D: -11	E: 7	F: -2	G: -2	H: 0
> CC(=O)N1c2ccc(S(=O)(=O)N(C)CC(=O)Nc3ccccc3C)cc2CC1C (stereo not drawn)
  A: -7	B: 0	C: 2	D: 2	E: 18	F: 3	G: 22	H: 3
> Cc1noc(C)c1S(=O)(=O)N(C)C[C@H]1Oc2ccc(NS(=O)(=O)c3ccc(Cl)cc3)cc2C(=O)N([C@@H](C)CO)C[C@H]1C
  A: 12	B: -8	C: /	D: 3	E: 11	F: -9	G: -3	H: -4
> CCc1ccc(N2CC(C)Cn3c2nc2c3c(=O)n(CCN3CCOCC3)c(=O)n2C)cc1 (stereo not drawn)
  A: -2	B: /	C: /	D: /	E: -11	F: /	G: -4	H: 3
> CCOC(=O)C1CCCN(C(=O)c2cc(C)oc2C)CC1 (stereo not drawn)
  A: 1	B: 9	C: 18	D: 5	E: -1	F: /	G: /	H: -3
> COc1cc(C)c(S(=O)(=O)N2CCCC2)cc1C
  A: 5	B: -10	C: /	D: /	E: -4	F: /	G: -7	H: -2

Next results
Letter code: A = PglD inh; B = PGC1a acetyl inh; C = PAX8 reporter; D = LGR2 inh; E = C2C12 statin; F = GSIS activator; G = ARNT TACC3 PPI; H = Cneo AK release
> CCC(=O)Nc1cccc(NC(=O)CSc2nnnn2C)c1
  A: 1	B: -5	C: -5	D: /	E: 2	F: /	G: -5	H: 2
> O=C(Nc1cccc(Cl)c1)N[C@@H]1CC[C@@H](CCNC(=O)C2CC2)O[C@H]1CO
  A: 0	B: 4	C: 4	D: 0	E: -4	F: -1	G: 9	H: -1
> COc1ccc(OC(C)C(=O)NC(C)c2ccccc2)cc1 (stereo not drawn)
  A: -2	B: -6	C: -10	D: 6	E: 1	F: 23	G: -15	H: 0
> CCOc1ccc(N(CC(=O)NC(C)C)C(=O)CCC(=O)Nc2ccccn2)cc1
  A: -2	B: 11	C: 0	D: -7	E: 16	F: 9	G: -2	H: -3
> CC(=O)NN1C(=O)c2ccccc2NC1c1ccc([N+](=O)[O-])o1 (stereo not drawn)
  A: -1	B: /	C: 9	D: -6	E: 8	F: 7	G: 10	H: 4

Some of these compounds in order of the PglD inh value, ascending:
| smiles | PglD inh | PGC1a acetyl inh | LGR2 inh | GSIS activator | ARNT TACC3 PPI |
| --- | --- | --- | --- | --- | --- |
| CNC[C@H]1OCCCC[C@@H](C)Oc2ccc(NC(=O)Nc3ccccc3)cc2C(=O)N([C@H](C)CO)C[C@@H]1C | 1 | -13 | -11 | 10 | 3 |
| CCN(CC)C(=O)c1sc(NC(=O)c2ccc3c(c2)OCO3)c(C(N)=O)c1C | 2 | / | -5 | 4 | 10 |
| C[C@@H]1CN([C@H](C)CO)C(=O)c2cc(C#Cc3cccc(F)c3)cnc2O[C@H]1CN(C)C(=O)C1CCCCC1 | 4 | -3 | 5 | -25 | 6 |
